# Assay outcomes from PubChem BioAssay.
# Large T inhibition: TAg ATPase/helicase activity blockers – biochemical (AID 1903); SV40 large T antigen ATPase/helicase inhibition assay; higher % means a stronger effect; inhibition, % at 20 µM; hits with a dose series show IC50 in µM; 310,000 tested, 0.39% active; in the data active = a potency from the dose series; inconclusive = inhibition mostly from about 32% at the one dose, without a potency; inactive = the rest, 99 in 100 with inhibition below about 32%; also: strong numbers were not always called active
# Yfh1-off respiration: mitochondrial function rescue without frataxin homolog – Friedreich's ataxia, plus single-dose screen, dose response (AID 1465). S. cerevisiae Yfh1-off respiration, WST-1 reduction, 72 h; higher fold induction means a stronger effect. one-dose fold induction at 50 µM; EC50 in µM for titrated hits. 220,000 tested, 0.074% active;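 active = fold induction of absorbance versus untreated yeast above a set limit, then at least 30% activation at any dose in follow-up; inconclusive = repeats straddling the limit, or above it without dose testing; inactive = fold induction below the set limit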;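 also: activators that raise dye reduction in frataxin-depleted yeast; strong numbers were not always called active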
# GPR55 LPI antagonism: inhibition of LPI-stimulated GPR55 beta-arrestin translocation – imaging, U2OS, beta-arrestin-GFP, LPI agonist, primary screen (AID 2013); 290,000 tested, 0.13% active; U2OS GPR55 beta-arrestin-GFP translocation imaging, LPI antagonism; higher % means a stronger effect; one-dose inhibition, % at 10 µM; IC50 in µM for titrated hits;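 active = spots per cell inhibited over 60%, with over 100 cells counted and total cytoplasm intensity under 500,000; inconclusive = wells with under 100 cells, flagged as likely toxic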;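 also: U2OS cells stably carrying GPR55 and arrestin-GFP stimulated by 5 µM LPI near EC80; imaged beta-arrestin-GFP aggregate spots per cell after agonist stimulation; plate controls were LPI-stimulated DMSO wells for no effect and DMSO wells without LPI for full effect; some results filed as inactive read as strong as hits; confirmed hits need IC50 under 10 µM and bright autofluorescent wells are also inconclusive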
# Dengue-2 NS5 capping: Dengue-2 NS5 methyltransferase inhibitors, primary screen, biochemical, confirmation dose response (AID 588689) | Dengue-2 NS5 methyltransferase capping enzyme assay, biochemical; higher % means a stronger effect | one-dose inhibition, % at 25 µM; IC50 in µM for titrated hits | 340,000 tested, 0.3% active; in the data active = a potency from the dose series; inconclusive = inhibition above about 29% without an active follow-up result
# NTR1 ag: agonists of NTR1, primary screen, imaging, U2OS cells, beta-arrestin-GFP, high content (AID 493036) | 330,000 tested, 0.17% active | P30989 | NTR1-U2OS beta-arrestin-GFP spot imaging, agonist mode | activation, % at 20 µM;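 active = activation at or above 40% of the spot to cytoplasm intensity ratio, with at least 20 cells analyzed; inconclusive = wells under 20 cells, flagged as cytotoxic or low count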;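 also: 0% = DMSO without peptide and 100% = 100 nM NTR1 peptide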
# Target sequence (P30989 whole entry, looked up): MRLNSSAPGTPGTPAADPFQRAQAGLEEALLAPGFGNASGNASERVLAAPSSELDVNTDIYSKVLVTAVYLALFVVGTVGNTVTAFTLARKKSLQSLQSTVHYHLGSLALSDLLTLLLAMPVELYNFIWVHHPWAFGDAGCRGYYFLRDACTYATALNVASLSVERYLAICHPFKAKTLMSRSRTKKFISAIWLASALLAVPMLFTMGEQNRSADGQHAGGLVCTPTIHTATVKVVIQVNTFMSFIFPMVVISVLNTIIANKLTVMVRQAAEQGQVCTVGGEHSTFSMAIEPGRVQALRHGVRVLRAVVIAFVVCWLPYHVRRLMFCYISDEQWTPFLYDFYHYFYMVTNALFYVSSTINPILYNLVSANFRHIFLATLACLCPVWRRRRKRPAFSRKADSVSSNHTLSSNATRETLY
# AID2073: disruptors of CaV2.2 binding to Mint1 – biochemical, HTRF (AID 2073); HTRF protein-protein interaction, Mint1-CaV2.2; higher % means a stronger effect; one-dose inhibition, % at 20 µM; IC50 in µM for titrated hits; 290,000 tested, 0.19% active; in the data active = inhibition mostly above about 51%, no sharp cut-off; inconclusive = no clear call, values can overlap the other calls; inactive = mostly below about 53%; also: some results filed as inactive read as strong as hits
# Rac1 GTP hydrolysis: MgcRacGAP GTPase-activating activity inhibitors, confirmation, biochemical, ADP Hunter fluorescence. MgcRacGAP-stimulated Rac1 GTP hydrolysis, ADP Hunter fluorescence; higher % means a stronger effect; GST-tagged Rac1 F28L mutant substrate. inhibition, % at 30 µM, or IC50 in µM where a hit was titrated. 340,000 tested, 0.6% active. AID 624330;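 active = first-screen hits whose inhibition reached a set limit at any dose in the follow-up dose series; inconclusive = inhibition above the set first-screen limit but never retested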;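 also: fluorescence reports GDP produced by GAP-driven GTP hydrolysis; strong numbers were not always called active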
# GPR35 antagonists: inhibition of zaprinast-stimulated GPR35 beta-arrestin translocation – imaging, U2OS, beta-arrestin-GFP, zaprinast agonist, primary screen (AID 2058) | one-dose inhibition, % at 10 µM; IC50 in µM for titrated hits | U2OS GPR35 beta-arrestin-GFP translocation imaging, zaprinast antagonism; higher % means a stronger effect | 290,000 tested, 0.052% active;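 active = inhibition of at least 50% with at least 30 cells and total cytoplasm GFP at most 10,000,000; inconclusive = under 30 cells or total GFP of 10,000,000 plus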
# GPR55 activation: selective activators of receptor GPR55 – imaging, U2OS cells, beta-arrestin-GFP redistribution, primary screen (AID 1961). U2OS GPR55 beta-arrestin-GFP redistribution imaging; higher % means a stronger effect. one-dose activation, % at 10 µM; EC50 in µM for titrated hits. 290,000 tested, 0.048% active;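 active = activation above 40% with more than 50 cells counted in the well; inconclusive = wells holding fewer than 50 cells, flagged as toxic or sparse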;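 also: U2OS osteosarcoma cells stably expressing GPR55 and beta-arrestin-GFP; plate controls were DMSO negative control for no effect and LPI positive control for full effect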
# NTR1 ag cell count 20 µM: second read-out of NTR1 ag, no call of its own (marks repeat the call); cell count; measured here: cell count, cytotoxicity flag
# Dengue-2 NS5 capping pilot replicate: recorded beside Dengue-2 NS5 capping, whose call it bears; inhibition, %; measured here: pilot screen replicate inhibition
# * = called active by the depositor; i = inactive; ? = inconclusive; · = no result given. Random draw from the library, and some 1.7% of all compounds hit somewhere here.
SMILES,Large T inhibition,Yfh1-off respiration,GPR55 LPI antagonism,Dengue-2 NS5 capping,NTR1 ag,NTR1 ag cell count 20 µM,AID2073,Rac1 GTP hydrolysis,GPR35 antagonists,GPR55 activation,others
Nn1c(SCC(=O)N2CCCCCC2)nnc1-c1ccncc1,3%,i,-2%,0%,0.1,76,14%,1%,3%,0.3%,
Cc1ccc(-c2nc3n(n2)Cc2ccccc2-3)cc1,10%,i,5%,-9%,4.3,83,19%,3%,3%,-0.1%,
COc1ccc(NC(=O)c2sc3ncn(CC(=O)N4CCCCC4)c(=O)c3c2C)cc1OC,12%,·,4%,-8%,-1.0,70,-6%,6%,0%,0.1%,
COc1ccc(C(=O)NC2CC2)cc1OC1CCN(Cc2ccccc2)CC1,3%,·,-13%,4%,-0.1,70,14%,11%,12%,0.4%,
Cc1ccnc2nc(C(=O)NCc3ccccc3)nn12,0%,i,-13%,-4%,-1.0,66,0%,8%,-7%,0.0%,
Cc1c(NC2=CC(=O)CC(C)(C)C2)ccc([N+](=O)[O-])c1C,5%,i,14%,-4%,-1.7,91,27%,4%,4%,0.4%,
COc1ccccc1C1Nc2cccc3cccc(c23)N1,34%,i,15%,20%,1.8,54,29%,35µM*,-7%,0.1%,
CC1CN(C(=O)CSc2nnc(-c3ccc(Cl)cc3)n2C)CC(C)O1 (stereo unspecified),19%,i,4%,1%,0.6,50,-2%,6%,5%,-0.1%,
Cc1ccc(N(C(=O)CC2NC(=O)NC2=O)C2(C(=O)NC3CCCC3)CCCCC2)cc1 (stereo unspecified),4%,·,-14%,-8%,1.5,44,-2%,5%,-12%,0.2%,
O=C(COC(=O)c1cccs1)NCc1ccccc1,1%,i,-6%,-5%,-0.8,57,-5%,10%,-1%,-0.2%,
CC(=O)Nc1cccc(NC(=S)Nc2ccc(F)cc2F)c1,10%,i,-5%,-7%,-0.7,87,22%,14%,9%,0.0%,
CC(Cn1cncn1)NC(=O)c1cc(COc2cccc(C(F)(F)F)c2)on1 (stereo unspecified),1%,·,0%,2%,0.2,66,4%,2%,4%,-0.1%,
COC(=O)c1sccc1NC(=O)Nc1ccc(C)c(C)c1,28%,·,12%,-1%,2.0,71,14%,4%,1%,-0.1%,
COc1ccc(OC)c(NC(=O)CSc2nnnn2-c2ccc3c(c2)OCO3)c1,3%,i,-1%,-1%,-0.1,43,8%,0%,-14%,-0.1%,
COC(=O)c1sccc1NC(=O)c1ccoc1C,1%,i,-8%,1%,0.3,52,7%,1%,1%,-1.0%,
CCCn1c(NCc2ccccc2NS(=O)(=O)c2ccc(C)cc2)nc2ccccc21,12%,i,4%,-3%,3.1,45,4%,3%,-4%,-0.3%,
COc1ccc(CCNC(=O)C2CC3Cn4c(nc5cc6ccccc6cc54)C3N2C)cc1 (stereo unspecified),10%,i,-3%,-6%,1.1,100,6%,1%,10%,0.7%,
CCN1CCN(C(=O)N[C@@H](C(=O)N[C@@H]2C(=O)N3C(C(=O)O)=C(CSc4nnnn4C)CS[C@H]23)c2ccc(O)cc2)C(=O)C1=O,10%,·,·,-4%,1.6,46,·,17%,·,·,
O=C(CCNC(=O)c1ccccc1Cl)N/N=C\c1ccc(O)cc1,?,i,-1%,2%,3.9,60,-8%,?,6%,-0.1%,
COc1ccc(-c2ccc(-c3nc4ccc(C)cn4c3NC3CCCCC3)cc2OC)cc1,7%,·,·,-25%,-2.4,89,·,6%,·,·,
CCOC(=O)c1c(C)[nH]c(C(=O)C(C)Sc2ccc(Cl)cc2)c1C (stereo unspecified),3%,i,-13%,6%,5.3,44,-4%,10%,3%,-0.1%,
COc1ccc(-c2csc3nc(C)nc(N4CCN(C(C)=O)CC4)c23)cc1OC,4%,i,14%,-9%,-1.4,41,0%,-5%,-9%,-0.3%,
Cc1ccc(NC(=O)CC2SC(=Nc3ccc(O)cc3)NC2=O)cc1 (stereo unspecified),17%,i,-7%,-4%,1.1,92,-13%,?,-9%,-0.5%,
Cc1ccc(S(=O)(=O)c2cc3c(=O)n4cc(C)ccc4nc3n(CC3CCCO3)c2=N)cc1 (stereo unspecified),·,·,7%,·,·,·,7%,·,1%,-0.5%,
CCc1nnc(NC(=O)c2ccc3c(c2)C(=O)N(C(C)(C)C)C3=O)s1,8%,i,3%,9%,5.3,89,0%,4%,4%,-0.4%,Dengue-2 NS5 capping pilot replicate=-0.9
C/C(O)=C\c1nc(=O)c2c(C)cc(C)nc2n1-c1ccccc1,5%,i,11%,-4%,3.7,51,0%,3%,4%,-0.1%,
CCOC(=O)c1c(C)sc2c1N(C(=O)CN(CC)CC)c1ccccc1S2,10%,i,6%,1%,0.0,83,-4%,4%,-7%,0.0%,
CC(=O)Nc1cc(C(=O)N2CCN(C)CC2)ccc1S(=O)(=O)c1ccc(C)cc1,5%,i,12%,-4%,-1.5,63,1%,6%,-5%,-0.2%,
COc1ccccc1OCCN1C(=O)S/C(=C\c2ccco2)C1=O,4%,i,12%,-14%,0.0,54,-22%,15%,0%,0.0%,
Cc1cccnc1NC(=O)CSc1nnc(Cc2ccccc2)o1,9%,i,4%,3%,0.4,97,16%,4%,17%,-0.2%,Dengue-2 NS5 capping pilot replicate=0.2
CC(Sc1nc(C(C)(C)C)cc(-c2ccccc2)c1C#N)C(=O)Nc1ccccc1 (stereo unspecified),5%,i,5%,-6%,-0.8,36,-3%,10%,3%,0.5%,
CC1CCN(S(=O)(=O)c2ccc3c(c2)NC(=O)CS3)CC1,7%,·,5%,2%,1.5,52,1%,13%,28%,0.2%,
O=C(c1ccc2nc3ccccc3c(=O)n2c1)N1CCN(Cc2ccc3c(c2)OCO3)CC1,6%,i,7%,-1%,-0.2,74,35%,11%,5%,0.0%,
COc1cc2c(cc1OC)-c1cc(N3CCc4ccccc43)nc(=O)n1CC2,12%,i,-1%,-13%,1.0,42,34%,15%,2%,-0.1%,
CCN1c2ccccc2NC2N=C(OC)C(c3ccccc3)C21 (stereo unspecified),7%,i,-2%,-5%,1.0,67,-10%,?,18%,0.2%,
CC(C)C[C@H](NC(=O)c1nc[nH]c1C(=O)N1CCN(C(=O)OC(C)(C)C)CC1)C(=O)OC(C)(C)C,-1%,i,-3%,7%,-0.8,41,6%,4%,-4%,-0.2%,
Cc1nc2c(c(=O)n1Cc1ccco1)c1nc3ccccc3nc1n2Cc1ccccc1,·,·,30%,·,·,·,51%*,·,-1%,0.2%,
CN=C(Nc1cccnc1)c1cccc(C(F)(F)F)c1,6%,·,-7%,-4%,-1.1,93,10%,4%,11%,1.0%,
CCOC(=O)Nc1ccc2c(CN3CCN(S(=O)(=O)c4ccccc4)CC3)cc(=O)oc2c1,26%,i,17%,0%,2.2,94,14%,11%,12%,-0.1%,
COc1ccc(C(=O)c2cn[nH]c2-c2cc(Cl)ccc2O)cc1,2%,i,11%,-4%,-0.3,85,-2%,-7%,10%,-0.2%,

# Nine compounds already listed, arranged by number of heavy atoms, rising.
SMILES,Large T inhibition,Yfh1-off respiration,GPR55 LPI antagonism,Dengue-2 NS5 capping,NTR1 ag,NTR1 ag cell count 20 µM,AID2073,Rac1 GTP hydrolysis,GPR35 antagonists,GPR55 activation,others
CC1CCN(S(=O)(=O)c2ccc3c(c2)NC(=O)CS3)CC1,7%,·,5%,2%,1.5,52,1%,13%,28%,0.2%,
CCN1c2ccccc2NC2N=C(OC)C(c3ccccc3)C21 (stereo unspecified),7%,i,-2%,-5%,1.0,67,-10%,?,18%,0.2%,
COc1ccccc1OCCN1C(=O)S/C(=C\c2ccco2)C1=O,4%,i,12%,-14%,0.0,54,-22%,15%,0%,0.0%,
Cc1ccc(NC(=O)CC2SC(=Nc3ccc(O)cc3)NC2=O)cc1 (stereo unspecified),17%,i,-7%,-4%,1.1,92,-13%,?,-9%,-0.5%,
CCOC(=O)c1c(C)sc2c1N(C(=O)CN(CC)CC)c1ccccc1S2,10%,i,6%,1%,0.0,83,-4%,4%,-7%,0.0%,
COc1cc2c(cc1OC)-c1cc(N3CCc4ccccc43)nc(=O)n1CC2,12%,i,-1%,-13%,1.0,42,34%,15%,2%,-0.1%,
COc1ccc(-c2csc3nc(C)nc(N4CCN(C(C)=O)CC4)c23)cc1OC,4%,i,14%,-9%,-1.4,41,0%,-5%,-9%,-0.3%,
CC(Sc1nc(C(C)(C)C)cc(-c2ccccc2)c1C#N)C(=O)Nc1ccccc1 (stereo unspecified),5%,i,5%,-6%,-0.8,36,-3%,10%,3%,0.5%,
Cc1ccc(S(=O)(=O)c2cc3c(=O)n4cc(C)ccc4nc3n(CC3CCCO3)c2=N)cc1 (stereo unspecified),·,·,7%,·,·,·,7%,·,1%,-0.5%,

# The results go on.
SMILES,Large T inhibition,Yfh1-off respiration,GPR55 LPI antagonism,Dengue-2 NS5 capping,NTR1 ag,NTR1 ag cell count 20 µM,AID2073,Rac1 GTP hydrolysis,GPR35 antagonists,GPR55 activation,others
NC(=O)C1CCN(C(=O)C2c3ccccc3C(=O)N3CCc4ccccc4C23)CC1 (stereo unspecified),-1%,i,-3%,-6%,1.0,73,25%,6%,11%,-0.1%,
CC[C@H](C)[C@H](NC(N)=O)C(=O)Nc1ccc(NC(C)=O)cc1,9%,i,3%,-9%,0.9,55,3%,12%,-12%,0.9%,
CCOc1ccc(S(=O)(=O)N/N=C2/CCCC(=O)C2)cc1,14%,i,17%,-1%,-0.6,60,2%,8%,3%,-0.2%,
CCN(CC(=O)Nc1ccccc1C(F)(F)F)C(=O)CSCc1ccc(C)cc1,13%,·,·,-3%,0.1,60,·,6%,·,·,
Cn1nnc(NC(=S)NC(=O)c2ccco2)n1,-6%,i,2%,3%,1.1,53,-19%,9%,10%,-0.2%,
O=C(CN1C(=O)S/C(=C\c2ccc(O)cc2)C1=O)c1ccccc1,17%,i,12%,-9%,7.6,26,-1%,2%,12%,-0.2%,
